Source: PubChem BioAssay (National Center for Advancing Translational Sciences (NCATS))
FUS yeast rescue – qHTS for Suppressors of FUS Proteinopathy: Primary screen using FUS-linked yeast assay | S. cerevisiae FUS-expressing, growth rescue, OD600, 24 h | Potency, µM (titrated, usually from 76.6 µM), for inactives: top-dose growth rescue (activation), actives largely listed as activators | actives 0.24% (n = 390,000) | AID 1347120, 2019;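 also: potency is read from the fitted curve at half-maximal effect; plate controls were DMSO vehicle for no effect and reference control for full effect; nearly all actives have a fitted effect of over 55% in size; some results filed as inactive show a strong effect at the top dose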
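Read-out: OD at 600 nm after 24hr at 30C, reporting rescue of FUS-induced yeast toxicity. Cells at OD 0.005 in galactose (2%) minimal medium; compounds tested in a dilution series; CP55940 titration from 92uM final as control.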
Mm-Cpn inhibitor – Inhibitors of TCP-1 ring complex (TRiC) of Methanococcus maripaludis (MmCpn): qHTS | purified Mm-Cpn ATPase, ADP Transcreener TR-FRET | Potency, µM (doses to about 76.9 µM), inactives show at the highest dose activity, negative = inhibition, most hits filed as inhibitors | actives 0.031% (n = 330,000) | AID 504842, 2011; also: potency is read from the fitted curve at half-maximal effect; % is scaled to controls: 0 for no effect and ±100 for the full control effect; nearly all actives have a fitted effect of over 80% in size
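Purified archaeal Mm-CPN (25nM final) preincubated 10 min at 37degC with compound, then 10uM ATP for 30 min at 37degC; ADP measured by HTRF Transcreener TR-FRET; buffer 30 mM TRIS pH 7.4, 100mM KCl, 5mM MgCl2, 1mM DTT.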
aSyn rescue – qHTS of alpha-syn Inhibitors | Yeast expressing alpha-synuclein, growth rescue, BacTiter-Glo, 24 h | Potency, µM (highest dose often 46.1 µM), for the others: top-dose growth rescue (activation), hits mostly activators | actives 0.14% (n = 370,000) | AID 652106, 2013; also: potency is read from the fitted curve at half-maximal effect; % of control where 0% means no effect; nearly all actives have a fitted effect of over 65% in size
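Rescue of yeast growth: cells expressing toxic alpha-synuclein, induced in galactose at OD600 0.02, incubated with compound 24 h at 30 C. ATP luminescence quantified growth; inhibitors of toxicity appear as activators.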
PTHR1 ag – qHTS for PTHR1 Agonists: Primary Screen | Parathyroid hormone/parathyroid hormone-related peptide receptor (Homo sapiens), Q03431 | HEK293 GP2 PTHR1 cells, GloSensor cAMP luminescence, 1 h | Potency, µM (highest dose often 115 µM), for the others: at the highest dose activation, hits mostly activators | actives 0.075% (n = 410,000); also: potency is read from the fitted curve at half-maximal effect; nearly all actives have a fitted effect of over 55% in size; some results filed as inactive show a strong effect at the top dose; inactives centre near -15; many of its hits are not listed in these tables
Target sequence (Q03431 whole entry, looked up): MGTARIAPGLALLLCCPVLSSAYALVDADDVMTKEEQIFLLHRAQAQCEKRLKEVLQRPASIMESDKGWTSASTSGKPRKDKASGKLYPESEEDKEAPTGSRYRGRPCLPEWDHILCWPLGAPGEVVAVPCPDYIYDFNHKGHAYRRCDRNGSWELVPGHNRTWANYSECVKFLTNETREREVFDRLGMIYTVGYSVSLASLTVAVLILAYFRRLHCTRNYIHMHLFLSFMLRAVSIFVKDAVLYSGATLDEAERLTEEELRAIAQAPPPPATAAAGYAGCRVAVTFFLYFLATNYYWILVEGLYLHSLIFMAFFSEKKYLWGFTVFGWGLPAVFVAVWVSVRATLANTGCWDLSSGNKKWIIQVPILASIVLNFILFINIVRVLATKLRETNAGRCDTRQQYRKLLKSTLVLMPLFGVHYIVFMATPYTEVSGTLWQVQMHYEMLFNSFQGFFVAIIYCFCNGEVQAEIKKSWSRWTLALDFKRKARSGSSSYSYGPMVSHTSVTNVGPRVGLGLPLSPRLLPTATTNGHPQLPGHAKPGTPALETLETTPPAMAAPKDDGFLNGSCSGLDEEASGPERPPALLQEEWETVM
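HEK-293-derived GP2 cells expressing PTHR1 and a GloSensor cAMP reporter, 3,000/well, plated overnight, given luciferin plus IBMX (each 0.5 mM as added) for 1 h at 37 °C, then compound for 1 h at 37 °C. Luminescence was read after 15 min at room temperature.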
TDP43 rescue – qHTS of TDP-43 Inhibitors; TDP-43 expressing yeast growth rescue, BacTiter-Glo, 24 h; Potency, µM (series often up to 46.1 µM), for the others: at the top dose growth rescue (activation), most hits filed as activators; actives 1.8% (n = 410,000); AID 652104, 2013; also: potency is read from the fitted curve at half-maximal effect; % of control where 0% means no effect; nearly all actives have a fitted effect of over 50% in size
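Luminescence from BacTiter-Glo reports growth of TDP-43-expressing yeast after 24 hr at 30 deg C with compound. Cells were raffinose-pregrown to mid-log, then seeded in galactose medium at OD600=0.02.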
GLP1R cytotox – qHTS of GLP-1 Receptor Inverse Agonists: Cytotox Screen. HEK293 cAMP-luciferase reporter cells, luminescence, 24 h. Potency, µM (doses to about 38.3 µM), inactives show at the highest dose activity change, negative = inhibition, most hits filed as inhibitors. actives 0.13% (n = 410,000). AID 624418, 2012;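 also: loss of luciferase light is scored as toxicity; potency is read from the fitted curve at half-maximal effect; % is scaled to controls: 0 for no effect and ±100 for the full control effect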
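Quantitative HTS format, 1536 wells, 200 cells/uL seeded. Compounds: 23 nL, 24 h, 37 °C. Detection: luciferase reagent, luminescence at 12 min RT; decreased signal taken as cytotoxic.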
GLP1R inv ag – qHTS of GLP-1 Receptor Inverse Agonists (Inhibition Mode) | Glucagon-like peptide 1 receptor (Homo sapiens), P43220 | HEK293 GLP-1R CRE-luciferase, luminescence, 24 h; GLP-1R form is constitutively active | Potency, µM (series often up to 38.3 µM), for inactives: top-dose activity change, negative = inhibition, actives largely listed as inhibitors | actives 1.6% (n = 410,000) | AID 624417, 2012; also: potency is read from the fitted curve at half-maximal effect; % is scaled to controls: 0 for no effect and ±100 for the full control effect; nearly all actives have a fitted effect of over 55% in size
Target sequence (P43220 whole entry, looked up): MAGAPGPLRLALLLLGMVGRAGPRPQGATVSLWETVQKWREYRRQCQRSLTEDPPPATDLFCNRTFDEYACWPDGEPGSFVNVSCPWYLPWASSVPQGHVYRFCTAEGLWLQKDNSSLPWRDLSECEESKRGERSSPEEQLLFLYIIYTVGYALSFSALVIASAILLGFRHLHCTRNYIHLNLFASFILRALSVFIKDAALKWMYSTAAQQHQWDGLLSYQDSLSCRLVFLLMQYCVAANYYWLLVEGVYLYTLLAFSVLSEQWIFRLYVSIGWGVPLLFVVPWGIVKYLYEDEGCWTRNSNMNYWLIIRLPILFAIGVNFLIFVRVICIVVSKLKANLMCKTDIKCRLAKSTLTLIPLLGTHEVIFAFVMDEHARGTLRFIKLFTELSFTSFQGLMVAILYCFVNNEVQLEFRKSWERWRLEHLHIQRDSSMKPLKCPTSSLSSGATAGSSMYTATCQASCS
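GLP-1R inverse agonism mode: basal reporter luminescence in engineered HEK293 cells measured after one day of compound exposure at 37 deg C, with a 12 min room-temperature detection step.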
pAkt inh – HTS Assay for Inhibitors of Akt Phophorylation: Primary Screen; Neuro2A IGF-stimulated pAkt S473 HTRF, 20 min; hits give low values; activity change, % for hits at 50 µM; actives 0.32% (n = 360,000); in the data active = activity change below about -80%; inconclusive = mostly about -51% to -80%; also: % is scaled to controls: 0 for no effect and ±100 for the full control effect
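Neuro2A cells in DMEM with 0.5% FBS, overnight at 37 deg C, given compound at single 50 µM final, then IGF (6 nM final) for 20 min at 37 deg C. Lysed; phospho-Akt Ser473 by HTRF after 24 h, 665/615 ratio.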
Abeta rescue – qHTS for compounds that reverse cellular toxicity of Amyloid beta (A-beta) peptide in yeast: Primary Screen. yeast expressing A-beta42, growth rescue, OD600, 48 h; response scale: 0% DMSO, 100% iron-clioquinol control. AID 1347071, 2019. Potency, µM (titrated, usually from 46.1 µM), for inactives: top-dose growth rescue, usual class: activators. actives 0.063% (n = 410,000); also: potency is read from the fitted curve at half-maximal effect; nearly all actives have a fitted effect of over 55% in size
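Yeast growth medium received pinned compounds, then yeast cells expressing toxic A-beta were added; plates incubated at 30 C for 48 hr. Growth read as absorbance at 600 nm, normalized to DMSO and equimolar FeCl3 plus clioquinol controls.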
* marks the source's active call; other numbers are inactive results; i = inactive; ? = inconclusive; · = not tested or not shown; [ ] = another dose, or the depositor's remark. Unless noted, calls follow the shape of the dose curve; as a rule, active = well fitted curve in the direction sought with a large enough effect; inconclusive = small, poorly fitted or top-dose-only effect, or another doubt; inactive = no such curve, though single readings can be large; an effect the other way counts as inactive or inconclusive. Only part of the results is shown; the hit share may differ from the screen's.

SMILES | FUS yeast rescue | Mm-Cpn inhibitor | aSyn rescue | PTHR1 ag | TDP43 rescue | GLP1R cytotox | GLP1R inv ag | pAkt inh | Abeta rescue
COC(=O)CN1C(c2ccc(OC)cc2)=Nc2ccc(Cl)cc2C1c1ccccc1 (stereo unspecified) | · | 1.9% | -5.3% | -36.7% | 0.0% | ? | ? | i | 2.5%
COc1ccc(Nc2cc(C(=O)NCCCN(C)Cc3ccccc3)c3ccccc3n2)cc1OC | 15.5% | · | · | 18.6% | -17.4% | -43.4% | ? | · | -1.9%
CCC(=O)Nc1ccc(N/C(N)=N/c2nc(C)cc(C)n2)cc1 | 0.0% | 0.5% | -2.4% | -1.8% | 4.3% | -4.4% | -25.1% | i | 11.5%
O=S(=O)(NCCNS(=O)(=O)c1ccccc1)c1ccccc1 | 15.7% | 0.0% | -15.4% | -4.5%[57.5 µM] | 18.3% | -5.4% | 0.0% | i | 10.3%
CCOC(=O)c1c(N)n(-c2cc(C)cc(C)c2)c2nc3ccccc3nc12 | -13.6% | · | · | -18.2% | 7.7% | -5.9% | 7.2% | · | 6.3%
CCN(Cc1ccccc1)S(=O)(=O)c1ccc(S(=O)(=O)N2CCN(C)CC2)cc1 | 3.2% | 0.2% | 8.2% | -5.3%[57.5 µM] | -20.8% | 7.8% | 2.1% | i | -8.7%
CCC1CN(C(=O)N2CCC(C(=O)N3CCN(c4cc(C)ccc4C)CC3)CC2)c2ccccc2O1 (stereo unspecified) | ? | · | · | -33.6%[inhibitor] | 22.4µM* | 2.8% | 9.9% | · | -9.5%
COc1ccc(-c2c(C#Cc3ccsc3)c3cc(-c4ccc5[nH]ccc5c4)ccc3n2C)cc1 | ? | ? | -4.7% | -33.5%[inhibitor] | 13.1% | 7.3% | -33.8% | i | -2.8%
NS(=O)(=O)c1ccc(NC(=S)N2CCCC2)cc1 | 19.7% | -1.2% | -2.6% | i | -3.3% | 2.4% | 5.9% | i | 11.3%
Cc1ccccc1C(=O)Nc1c(C)nc2ccccn2c1=O | 5.9% | · | · | i | 6.5% | 8.0% | 3.3% | · | -12.8%
CC(C)(C)NC(=S)NNC(=O)c1cccc(Br)c1 | -3.1% | 1.8% | 0.0% | -38.3%[inhibitor] | ? | 2.6% | 5.5% | i | 25.2%
COC(=O)/C=C1\SC(=NC(=O)c2cccc(Cl)c2)NC1=O | 20.1% | -0.4% | 5.3% | -53.5%[inhibitor] | -20.0% | -0.3% | 10.5% | i | -5.5%
CCN(CC)CCN1C(=O)C(=O)/C(=C(/O)c2ccc(S(=O)(=O)N3CCOCC3)cc2)C1c1ccc(C(C)(C)C)cc1 (stereo unspecified) | 29.5% | -0.8% | -10.9% | i | -16.9% | 0.9% | 20.8% | i | -9.0%
CC(=O)Nc1ccc(NS(=O)(=O)Cc2ccccc2)cc1 | ? | 0.7% | 1.3% | -9.2% | 22.3% | -17.5% | 4.1% | i | -0.8%
O=C1NC(c2ccccc2OC(F)F)Oc2ccccc21 (stereo unspecified) | 9.7% | 3.3% | 5.0% | -12.1% | ? | -2.4% | 0.3% | i | 4.5%
CCn1cc(C(=O)O)c(=O)c2cc(F)c(N3CCN(C(=S)Nc4ccccc4OC)CC3)cc21 | -5.0% | 0.0% | -5.5% | i | 3.4% | 6.2% | 6.8% | i | -8.5%
CCOc1ccc(N2C(=O)c3[nH]nc(-c4ccc(OC)cc4)c3C2c2cccs2)cc1 (stereo unspecified) | 38.2% | · | · | -28.0% | 27.9% | -39.5% | ? | · | 2.2%
COc1cc(/C=C(\C#N)C(N)=O)ccc1OS(=O)(=O)c1ccc(C)cc1 | 11.5% | 3.3% | -5.7% | -26.1% | 17.8µM* | 13.4% | -1.2% | i | -1.8%
CS(=O)(=O)Nc1cccc(C(=O)CC2(O)C(=O)Nc3ccc(Br)cc32)c1 (stereo unspecified) | -16.7% | 1.2% | -8.0% | i | -0.3% | -7.5% | -2.5% | i | -2.6%
CC(C)(C)c1ccc(-c2nnc3sc(-c4ccccn4)nn23)cc1 | 0.9% | -4.3% | -4.8% | -13.6% | 17.6% | 3.3% | ? | i | 6.4%
Cc1ccc(S(=O)(=O)N2CC3=C(C2)C2CC2(C)C3)cc1 (stereo unspecified) | 9.0% | · | 0.7% | -29.0% | 9.1% | 11.7% | -3.7% | i | -7.8%
N#CC[C@H](Cc1ccccc1)N1CCN(Cc2ccccc2)CCC1=O | 11.4% | 3.5% | 1.4% | i | 11.3% | ? | 11.4% | i | 1.1%
CCc1cc(=O)[nH]c(SCC(=O)N2CCCC2)n1 | -20.1% | 1.1% | -2.4% | -4.0% | -2.1% | 1.4% | 17.6% | i | -4.0%
COc1cccc(C(=O)N2CCC[C@H]2C(=O)N2CCC[C@H]2C(=O)N[C@@H](C)c2ccccc2)c1 | -15.4% | · | -7.9% | i | 13.9% | -1.5% | 6.5% | i | -12.0%

Just Abeta rescue, GLP1R inv ag and FUS yeast rescue, for some of the entries so far:
SMILES | Abeta rescue | GLP1R inv ag | FUS yeast rescue
COC(=O)/C=C1\SC(=NC(=O)c2cccc(Cl)c2)NC1=O | -5.5% | 10.5% | 20.1%
CCC1CN(C(=O)N2CCC(C(=O)N3CCN(c4cc(C)ccc4C)CC3)CC2)c2ccccc2O1 (stereo unspecified) | -9.5% | 9.9% | ?

The list continues:
SMILES | FUS yeast rescue | Mm-Cpn inhibitor | aSyn rescue | PTHR1 ag | TDP43 rescue | GLP1R cytotox | GLP1R inv ag | pAkt inh | Abeta rescue
Cn1c(SCc2ccc(Br)cc2)nc2ccccc2c1=O | 6.0% | -0.4% | 0.7% | i | 0.0% | 11.4% | ? | i | 4.8%
CCN(CC)C(=N)/C(C#N)=N/Nc1ccc(C)cc1 | -7.3% | -1.0% | 0.6% | -20.4% | -14.3% | ? | ? | i | -20.2%
CC(/C=N/n1c(-c2cc(C)[nH]n2)n[nH]c1=S)=C\c1ccco1 | -9.5% | 1.2% | 1.7% | i | 29.0% | -4.7% | 29.8% | i | -2.8%
CC(OC(=O)c1nsc(Cl)c1Cl)C(=O)NC1CCCCC1 (stereo unspecified) | 3.3% | -1.2% | 5.5% | i | -4.3% | 2.0% | -5.7% | i | 7.3%
CCCNS(=O)(=O)c1ccc(OCC(=O)NCc2ccco2)cc1 | 30.0% | -2.5% | -1.2% | -9.2%[57.5 µM] | -10.5% | -5.2% | 2.7% | i | 3.0%
CC(C)n1nc(C(=O)Nc2cccc(S(=O)(=O)N3CCOCC3)c2)c2ccccc2c1=O | 34.9% | -2.4% | -5.7% | -41.9%[inhibitor] | 10.7% | 0.7% | 12.1% | i | 0.2%
CCOc1ccc(S(=O)(=O)N(C)c2ccc(OCC(=O)Nc3ccc4[nH]c(=O)[nH]c4c3)cc2)cc1 | 38.1% | -1.5% | 7.3% | i | 4.8% | -11.3% | 63.4%[activator] | i | 16.0%
O=[N+]([O-])c1ccc2nn(Cc3ccccc3)cc2c1 | -26.0% | 2.6% | 3.9% | -19.4% | 26.8% | -28.0% | -21.7% | i | 11.5%
CCCCNc1c(-c2ccc(-c3ccc(C(C)=O)cc3)c(OC)c2)nc2cc(C)ccn12 | 17.3% | -3.9% | -40.4%[inhibitor] | -0.7% | ? | 1.8% | ? | i | -47.0%[inhibitor]
CC(=O)c1ccc(NC(=O)c2cnn3c(C(F)F)cc(C4CC4)nc23)cc1 | 10.0% | · | 1.2% | i | 22.7% | 4.6% | 61.8%[activator] | i | 6.2%
CCC(C(=O)NCC1CCCO1)N(Cc1ccc(F)cc1)C(=O)CNS(=O)(=O)c1ccccc1 (stereo unspecified) | 10.5% | 0.7% | 2.8% | i | 9.4% | -2.1% | 7.4% | i | 1.0%
Cc1ccccc1NS(=O)(=O)c1ccc(OCC(=O)NCC2CCCO2)cc1 (stereo unspecified) | · | 0.3% | -0.5% | 5.4% | -4.4% | 18.7% | -7.1% | i | -10.5%
CCOc1ccc2nc(N3CCCC(C(=O)Nc4ccc(OC)c(Cl)c4)C3)sc2c1 (stereo unspecified) | -14.8% | · | · | -16.5% | 23.4% | 1.2% | 16.3% | · | -1.5%
Cc1ccc(-c2noc(-c3nnn(CC(=O)Nc4cc(C)cc(C)c4)c3N)n2)cc1 | -24.5% | · | · | -10.6% | ? | 0.8% | 2.5% | · | 7.1%
Cc1nn(CC(=O)NCCN2CCOCC2)c(=O)c2ccccc12 | -7.7% | -0.4% | -7.7% | i | -10.9% | -11.3% | 0.4% | i | 2.5%
CCc1ccc(CNC(=O)c2ccc(-c3nc(CSc4ccc(C)cc4)c(C)o3)cc2)cc1 | -0.7% | · | · | i | 18.8% | -2.7% | 17.2% | · | -4.9%
CCCc1nnc(SCC(=O)N2CCOCC2)n1CC1CCCO1 (stereo unspecified) | -18.9% | 1.8% | 1.8% | -18.3% | 1.0% | -12.3% | 18.7% | i | 10.8%
Cn1c(CC(=O)Nc2ccc(Cl)c(Cl)c2)nnc1SCC(=O)Nc1nccs1 | 41.0% | 2.2% | 4.3% | -3.9%[57.5 µM] | -5.9% | 2.8% | 0.2% | i | -1.5%
